# Rtt109 HAT inh: blocks Candida albicans Rtt109/Vps75 acetyltransferase activity; AID 540336; purified Rtt109/Vps75, ThioGlo CoA-SH fluorescence, 4 h; 330,000 tested, 0.16% active; Q5AAJ8; inhibition, % at 34.9 µM;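 active = inhibition of at least 50% in every replicate; inconclusive = best replicate reaches 50% inhibition but some replicates fall short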
# Target sequence (Q5AAJ8 whole entry, looked up): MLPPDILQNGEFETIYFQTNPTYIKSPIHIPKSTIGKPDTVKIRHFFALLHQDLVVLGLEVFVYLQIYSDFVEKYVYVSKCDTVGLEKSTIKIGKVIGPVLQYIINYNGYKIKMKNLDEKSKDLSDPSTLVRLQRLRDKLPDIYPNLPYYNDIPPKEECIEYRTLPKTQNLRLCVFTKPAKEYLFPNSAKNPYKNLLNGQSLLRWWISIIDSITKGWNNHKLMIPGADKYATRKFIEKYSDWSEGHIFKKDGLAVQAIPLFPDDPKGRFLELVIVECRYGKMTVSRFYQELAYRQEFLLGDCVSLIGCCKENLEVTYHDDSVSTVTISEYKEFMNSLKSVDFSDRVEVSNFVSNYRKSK
# CAL PDZ FP: human CAL PDZ-peptide interaction inhibition; inhibition, % at 20 µM; 330,000 tested, 0.02% active; purified CAL PDZ, TMR-peptide fluorescence polarization, 1 h; Q9HD26;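 active = highest replicate inhibition of at least 40%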;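 note: plate controls were DMSO neutral control wells for no effect and unlabeled competitor peptide control wells for full effect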
#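 Material – purified CerCALP PDZ construct · Detection – FP readout, S and P plane fluorescence · Measure – percent inhibition from loss of millipolarization · Controls – unlabelled peptide for full inhibition, DMSO wells as neutral · Probe or stimulus – TMR-labelled reporter peptide T*-PRC34 bound in PDZ groove · Times – 1 h at RT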
# phage Ecoli inh: E. coli growth loss with phage present; growth absorbance; inhibition, % at 11.9 µM; 360,000 tested, 0.26% active; in the data active = inhibition above about 11%
# DAGLB inh: diacylglycerol lipase beta (human) inhibition. 340,000 tested, 0.059% active. AID 504411. inhibition, % at 5.17 µM. HEK293T DAGLB membrane lysate, EnzChek fluorogenic substrate; in the data active = inhibition above about 34%;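 note: 0% = enzyme with vehicle and 100% = wells lacking enzyme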
# Target sequence (Q8NCG7 whole entry, looked up): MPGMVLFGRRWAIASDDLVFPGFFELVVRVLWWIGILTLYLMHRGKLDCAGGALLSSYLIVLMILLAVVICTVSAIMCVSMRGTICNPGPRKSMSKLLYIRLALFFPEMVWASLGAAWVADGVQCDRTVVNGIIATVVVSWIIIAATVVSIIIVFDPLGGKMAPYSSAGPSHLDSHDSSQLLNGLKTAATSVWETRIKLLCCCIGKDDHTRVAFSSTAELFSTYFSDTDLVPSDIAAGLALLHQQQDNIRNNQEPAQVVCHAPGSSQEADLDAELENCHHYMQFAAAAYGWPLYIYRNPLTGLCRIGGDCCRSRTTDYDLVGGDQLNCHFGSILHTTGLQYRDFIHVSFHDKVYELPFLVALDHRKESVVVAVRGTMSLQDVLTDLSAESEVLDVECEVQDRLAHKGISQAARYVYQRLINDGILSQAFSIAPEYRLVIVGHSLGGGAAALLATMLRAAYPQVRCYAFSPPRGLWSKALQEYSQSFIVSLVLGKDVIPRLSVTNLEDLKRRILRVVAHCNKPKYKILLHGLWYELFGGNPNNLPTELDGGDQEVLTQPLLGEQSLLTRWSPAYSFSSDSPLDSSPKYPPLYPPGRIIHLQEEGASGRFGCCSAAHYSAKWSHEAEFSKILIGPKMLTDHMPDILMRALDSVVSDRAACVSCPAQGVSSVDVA
# E coli growth: counter-screen for AddAB inhibitors: E. coli growth inhibition; E. coli V3065 growth, OD600 absorbance, 18 h; 330,000 tested, 0.27% active; inhibition, % at 11.9 µM;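 active = inhibition above the campaign's mean inhibition across all tested compounds plus 3 SD, cut at about 9.9% in these data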;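 note: uninfected addAB+ strain grown without phage in ampicillin broth; 0% = DMSO wells and 100% = ciprofloxacin 0.95 µg/ml wells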
# Tat export inh: blocks Tat-dependent protein export in E. coli; E. coli MC4100 TorA-mCherry Tat export, fluorescence; inhibition, % at 10 µM; 340,000 tested, 0.036% active;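 active = mean replicate inhibition at least 50% and at least half of replicates individually reaching 50%; inconclusive = only one of the two criteria met; inactive = neither criterion met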;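 note: exported cargo escapes ClpAP degradation while cytoplasmic cargo is degraded and loses fluorescence; 0% = median of neutral control wells and 100% = median of NaSCN control wells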
# PvdQ acylase: P. aeruginosa PvdQ acylase inhibition | 340,000 tested, 0.063% active | inhibition, % at 10 µM | purified PvdQ acylase, fluorescence plate reader | AID 488965; in the data active = inhibition above about 30%, passing the limit was not always enough; inconclusive = no clear call, values can overlap the other calls;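 note: 0% = vehicle neutral wells and 100% = reference inhibitor wells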
# Wnt bcat act: Wnt/beta-catenin pathway activation | activation, % at 9.35 µM | 300,000 tested, 1.2% active | Wnt/beta-catenin reporter cell assay, activator, plate reader; in the data active = activation above about 30%, passing the limit was not always enough; inconclusive = no clear call, values can overlap the other calls;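 note: 0% = neutral control wells and 100% = positive control wells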
# AddAB inh: less growth of phage-infected E. coli with AddAB | E. coli expressing H. pylori AddAB, absorbance growth | inhibition, % at 11.9 µM | 330,000 tested, 0.29% active | AID 435030; in the data active = inhibition above about 12%;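 note: 0% = vehicle wells of infected cells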
# PfHsp90 set2: reduces growth (ATP signal) of yeast expressing P. falciparum Hsp90 | S. cerevisiae expressing PfHsp90, BacTiter-Glo ATP, 48 h; yeast lacking PDR1 and PDR3 efflux regulators | inhibition, % at 9.4 µM | 310,000 tested, 0.32% active | AID 504621;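 active = every replicate shows inhibition above about 80%, whatever the replicate mean, limit read from the data; inconclusive = mean inhibition reaches the set limit but some replicate falls short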;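 note: 0% = DMSO neutral controls and 100% = 20 µM radicicol positive controls; yeast relying on Plasmodium falciparum Hsp90 in place of its own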
# Numbers without * were called inactive; u = inconclusive; x = no result given.
# Every second line gives: Rtt109 HAT inh	CAL PDZ FP	phage Ecoli inh	DAGLB inh	E coli growth	Tat export inh	PvdQ acylase	Wnt bcat act	AddAB inh	PfHsp90 set2
- CC(C)n1c(Sc2nccn2C)nc2c1c(=O)n(C)c(=O)n2C
    3	-0.1	-0.3	0	-1.6	-6	-10	1	-0.5	x
- Cc1ccc(-c2ccc([C@H]3[C@@H]4C=CCC[C@@]4(C)C(=O)N3Cc3ccccc3)c(F)c2)cc1
    -7	0.6	4.3	-18	-0.3	7	-11	-25	1.7	-2
- O=C(Nc1ccnn1C1CCN(Cc2ccc(Cl)cc2)CC1)C1CCCC1
    -1	-1.6	0.1	1	-1.4	2	-15	0	-3.9	-8
- COc1ccc(-c2cn(CCO)c(-c3ccc(Cl)nc3)n2)cc1
    3	-1.0	5.0	2	-0.9	-3	-4	-2	-0.3	-8
- CCc1cc([N+](=O)[O-])cc(CC)c1N
    -13	-0.4	-0.6	0	3.5	1	-9	x	4.1	8
- Cc1cccc(-n2c(C)cc(/C=N\NC(=O)c3ccco3)c2C)c1
    -8	0.3	1.9	0	1.2	-3	-3	-2	1.5	9
- N#Cc1ccc(OCC(=O)NN2Cc3ccccc3C2=N)cc1
    -6	-0.5	3.8	2	0.2	0	-7	-1	2.2	-19
- CC(=O)c1c(C)[nH]c(C(=O)OCC(=O)Nc2cccnc2Cl)c1C
    -8	-0.7	0.9	-1	-0.7	1	7	-2	-0.7	-6
- Cc1nn(-c2ccccc2)c(C)c1C(=O)OCC(=O)NC(=O)NC1CCCC1
    3	-1.7	0.5	-4	0.2	0	-17	x	3.3	18
- Cc1ccc(NC(=O)C2(NC(=O)c3cccc(N4C(=O)CSC4c4ccccc4)c3)CCCCC2)cc1 (stereo not drawn)
    5	-0.6	3.7	-4	3.2	-3	-11	4	2.1	-38
- CS(=O)(=O)c1ccccc1C(=O)NCCC(c1ccccc1)c1ccccc1
    18	-1.2	0.8	-7	-0.9	-6	-1	-3	1.8	8
- CCOc1cc(C(N)=O)cc(Cl)c1OCC
    -11	0.8	4.3	0	2.7	2	-7	-2	3.2	-23
- Cc1cc(C)n(C(=O)c2ccccc2[N+](=O)[O-])n1
    7	-0.7	1.6	-4	1.2	-5	10	-2	-0.2	9
- COC(=O)c1ccc(CSc2nnc(-c3c[nH]c4ccccc34)n2C)o1
    1	1.1	0.5	1	2.2	-5	-3	-1	-2.4	-20
- NC(=O)c1sc(=S)n(-c2ccc(Br)cc2)c1N
    -16	-2.8	2.3	2	0.3	-3	-18	-2	3.9	-7
- Cc1ccc(NC(=O)CCOc2ccccc2)cc1
    -9	0.0	3.0	-8	2.3	0	-21	24	0.4	0
- COc1cc(/C=N/NC(=O)CCN2CCN(Cc3ccccc3)CC2)cc(OC)c1OC
    -1	-0.8	3.0	1	-2.6	-4	-8	x	-0.7	9
- Cc1ccc(-c2ccc(S(=O)(=O)N3CCCC3)cc2)cc1
    -9	-0.4	2.4	-5	-0.4	0	-15	0	0.7	25
- COc1ccc(NS(=O)(=O)c2cc(NC(=O)c3cnccn3)ccc2N2CCCC2)cc1
    2	-0.8	0.2	4	-1.1	1	6	-1	3.0	6
- Cn1c(=O)c2ccccc2n(Cc2ccccc2Cl)c1=O
    6	-3.8	0.9	-2	-0.1	16	0	-2	1.9	9
- COc1ccccc1OCC(=O)OCC(=O)Nc1ncc(Cl)cc1Cl
    5	-1.3	2.3	-1	2.9	-3	0	x	2.7	-9
- CO/N=C(\CCC(=O)O)c1cccs1
    27	-2.5	1.6	-1	0.2	3	3	7	1.0	-32
- COc1ccc(CCNC(=O)c2ccc3nc[nH]c3c2)cc1
    -3	-0.6	1.4	-4	3.1	-14	-15	-2	4.7	-12
- CC1CN(C(=O)COc2ccc3ccccc3c2Br)CC(C)O1 (stereo not drawn)
    13	-1.2	2.5	-3	2.1	3	8	0	5.6	x
- CC1CC(C)(C)NC(=S)N1CCC(=O)N1CCN(Cc2ccccc2)CC1 (stereo not drawn)
    -2	-0.4	1.1	-1	0.7	3	-12	-1	-0.2	18
- COC(=O)c1c(-c2ccccc2)noc1-c1ccccc1
    x	x	0.7	x	-1.3	x	x	3	1.1	x
- O=C(COC(=O)C1CCN(C(=O)c2ccc(Cl)cc2)CC1)Nc1ccccc1F
    1	-0.3	1.2	-2	-1.5	-3	2	-4	1.4	26
- CCn1c(=S)[nH]c2nc3c(cc2c1=O)CCCC3
    x	-1.7	3.2	-2	-1.7	3	-15	-9	-1.7	x
- Cc1ccc(NC(=O)COc2ccc(-n3cnnn3)cc2)cc1C
    -36	-1.3	2.6	1	2.1	7	-11	x	2.2	9
- COCCn1c(-c2ccc(Cl)cc2)cnc1SCC(=O)NCc1cccs1
    -3	x	1.6	-2	-2.2	9	-4	x	-0.2	-20

# 4 entries from above, set out differently.
> Cc1ccc(-c2ccc(S(=O)(=O)N3CCCC3)cc2)cc1
  Rtt109 HAT inh: -9 | CAL PDZ FP: -0.4 | phage Ecoli inh: 2.4 | DAGLB inh: -5 | E coli growth: -0.4 | Tat export inh: 0 | PvdQ acylase: -15 | Wnt bcat act: 0 | AddAB inh: 0.7 | PfHsp90 set2: 25

> COc1ccc(NS(=O)(=O)c2cc(NC(=O)c3cnccn3)ccc2N2CCCC2)cc1
  Rtt109 HAT inh: 2 | CAL PDZ FP: -0.8 | phage Ecoli inh: 0.2 | DAGLB inh: 4 | E coli growth: -1.1 | Tat export inh: 1 | PvdQ acylase: 6 | Wnt bcat act: -1 | AddAB inh: 3.0 | PfHsp90 set2: 6

> Cn1c(=O)c2ccccc2n(Cc2ccccc2Cl)c1=O
  Rtt109 HAT inh: 6 | CAL PDZ FP: -3.8 | phage Ecoli inh: 0.9 | DAGLB inh: -2 | E coli growth: -0.1 | Tat export inh: 16 | PvdQ acylase: 0 | Wnt bcat act: -2 | AddAB inh: 1.9 | PfHsp90 set2: 9

> COc1ccccc1OCC(=O)OCC(=O)Nc1ncc(Cl)cc1Cl
  Rtt109 HAT inh: 5 | CAL PDZ FP: -1.3 | phage Ecoli inh: 2.3 | DAGLB inh: -1 | E coli growth: 2.9 | Tat export inh: -3 | PvdQ acylase: 0 | Wnt bcat act: x | AddAB inh: 2.7 | PfHsp90 set2: -9

# Later entries
# Every second line gives: Rtt109 HAT inh	CAL PDZ FP	phage Ecoli inh	DAGLB inh	E coli growth	Tat export inh	PvdQ acylase	Wnt bcat act	AddAB inh	PfHsp90 set2
- COc1ccc(C2(C)CC(=O)NC2=O)cc1 (stereo not drawn)
    -29	-1.0	0.4	1	-1.0	2	-8	0	0.0	0
- O=C(CNC(=S)N(Cc1ccccc1)Cc1ccccc1F)NCc1ccccc1
    2	-0.9	-0.8	-5	1.0	10	-4	-1	0.9	-45
- Clc1cccc(Cl)c1Cn1nnc(-c2cccs2)n1
    -5	-1.2	1.7	0	-1.3	13	8	32*	1.6	-18
- O=C(CSc1nc2ccccc2c(=O)[nH]1)c1ccc(O)c(O)c1
    -1	-2.5	-0.9	16	-2.5	-1	-9	-1	-1.5	3
- COc1ccc(NC(=O)CN(C)C(=O)c2cccc(S(=O)(=O)N3CCN(c4ccc(F)cc4)CC3)c2)cc1
    27	-1.9	-1.4	-1	x	-5	1	-1	x	20
- CN1CCN(S(=O)(=O)c2ccc(NC(=O)c3ccccc3F)cc2)CC1
    -3	-1.0	3.0	0	-2.0	-4	-10	-1	3.9	10
- CCOc1ccc(NC(=O)CSc2nc(NS(=O)(=O)c3ccc(C)cc3)cc(=O)[nH]2)cc1
    -1	-3.4	2.1	2	x	2	-14	-2	x	-32
- COc1cccc(NC(=O)c2ccc3c(c2)OCCO3)c1
    -1	-0.5	2.2	1	x	-5	-12	u	x	33
- COC(=O)c1ccccc1NC(=O)Cn1c(=O)n(CCC(=O)NC2CCN(Cc3ccccc3)CC2)c(=O)c2ccccc21
    -1	-2.8	2.2	3	-1.4	-4	-3	2	0.4	3
- CCCCN(CCCC)c1nc2ccccc2nc1C(C#N)C(=O)NCCCOC (stereo not drawn)
    -15	-0.6	2.9	-1	-0.7	0	-2	x	0.7	-13
- OCCN(Cc1ccccc1)Cc1ccc(Cl)cc1
    -2	-1.9	0.2	-4	2.7	0	-5	-2	1.5	-24
- CCOc1ccc(N=C2NC(=O)SC2CC(=O)OC)cc1 (stereo not drawn)
    -3	-0.7	3.3	1	-2.2	-3	-14	2	0.5	-13
- FC(F)(F)c1cccc(N/N=C/c2ccccc2)c1
    15	-0.2	4.9	-4	-1.0	2	-4	u	1.9	12
- Cn1cc(S(=O)(=O)N2CCC(C(N)=O)CC2)c(=O)n(C)c1=O
    -1	0.2	94*	0	0.9	-2	4	1	1.1	1
- N#CC1=C(N)Oc2cc(N)ccc2C1c1ccc(Cl)cc1 (stereo not drawn)
    -4	-1.5	3.0	2	-2.2	-3	-6	-1	3.1	-1
- OC(Cc1cccnc1)(c1ccccc1)c1ccccc1
    3	-0.5	2.2	0	x	1	-8	1	x	15
- CCN1CCN(c2cc(C)c3cc(NC(=O)c4cncc(Br)c4)ccc3n2)CC1
    12	3.0	0.8	3	-0.4	0	-10	-8	0.7	-3
- COc1cc(/C=N/NC(=O)c2cccc([N+](=O)[O-])c2)ccc1OC(=O)c1ccco1
    -6	-0.5	1.7	-2	2.8	2	-4	0	3.7	0
- CCC(C(=O)Nc1cccc(C(F)(F)F)c1)c1ccccc1 (stereo not drawn)
    0	-0.3	4.8	-12	1.7	1	-11	x	3.2	-23
- CC(=O)N1CCN(c2ccc(S(=O)(=O)N3CCOCC3)cc2[N+](=O)[O-])CC1
    22	-0.2	2.9	1	0.6	-3	-11	-2	0.6	x
- Cc1ccc(S(=O)(=O)C2(C(=O)Nc3ccc(F)cc3)CC2)cc1
    -4	-1.6	1.0	-1	-0.2	6	-2	x	3.5	21
- CCOC(=O)N1CCN(C(=O)c2ccc3c(c2)N=C(C)c2cc(Cl)ccc2S3)CC1
    10	-1.9	-0.2	2	-1.3	2	-12	-5	3.4	1
- COC(=O)c1ccc(CN2CCN(Cc3ccccc3)C(CCO)C2)cc1 (stereo not drawn)
    -4	-3.0	3.6	-3	-1.8	8	-13	1	1.7	10
- CCCCC(=O)NC(c1ccco1)c1c(O)ccc2ccccc12 (stereo not drawn)
    -4	-1.6	4.6	4	1.2	12	-13	-2	3.7	-15
- Cc1cc([N+](=O)[O-])nn1Cc1c(F)c(F)c(F)c(F)c1F
    1	-0.3	4.7	-3	-0.7	-9	-8	x	0.4	20
- Cc1cccc(N2CC(C(=O)Nc3ccc(N4CCOCC4)cc3)CC2=O)c1C (stereo not drawn)
    5	-0.9	1.9	-2	-1.5	5	-18	-4	-2.0	x
- Cc1[nH]nc2c1C1(CCC3(CC1)OCCO3)C(C#N)=C(N)O2
    0	-0.6	-0.7	2	0.0	-2	-20	-2	1.1	-24
- Cc1ccc2cc3cc(C(=O)NCCC(C)C)oc3nc2c1
    -18	-2.5	2.2	-2	1.6	-2	-11	x	1.5	1
- O=C1c2ccccc2C(=O)C1c1ccccc1
    6	-0.3	3.2	1	0.2	0	9	-1	1.6	-12
- O=C(CSc1ncc(-c2ccccc2)n1CC1CCCO1)N1CCCCC1 (stereo not drawn)
    -35	x	1.9	3	-0.6	16	-6	1	-2.2	x

# Screens deposited in PubChem by several laboratories.

# Hits appear at their usual frequency, and some 1.9% of all compounds hit somewhere here.
